# Compound activity deposited in PubChem BioAssay by several laboratories.
# MazF activator – activators of E. coli MazEF toxin-antitoxin RNase, primary screen, biochemical, fluorescence, uHTS | FAM/BHQ RNA-DNA oligo cleavage fluorescence, 5 h | Endoribonuclease toxin MazF (Escherichia coli (strain K12)), P0AE70 | 0.32% of 350,000 active | AID 504720, 2011 | activation, % at 20 µM; in the data active = activation above about 50%
# Target sequence (P0AE70 whole entry, looked up): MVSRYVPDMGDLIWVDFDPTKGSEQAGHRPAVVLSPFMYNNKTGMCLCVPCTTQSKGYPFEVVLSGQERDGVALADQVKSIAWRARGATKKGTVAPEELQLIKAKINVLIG
# BioA inh – M. tuberculosis BioA enzyme inhibitors, primary screen, biochemical, plate reader, single point, HTS. inhibition, % at 9.99 µM. AID 602481, 2012. 0.096% of 360,000 active. purified M. tuberculosis BioA enzyme; in the data active = inhibition above about 40%; inconclusive = no clear call, values can overlap the other calls
# BoNT-F LC inh – BoNT/F light chain protease inhibitors, primary screen, biochemical, flow cytometry, MLPCN library. inhibition, % at 10 µM. 0.22% of 360,000 active. Botulinum neurotoxin type F light chain protease (Clostridium botulinum). Multiplex microsphere protease cleavage assay. AID 588497, 2011; in the data active = inhibition above about 35%, passing the limit was not always enough; inconclusive = no clear call, values can overlap the other calls; also: plate controls were buffer without enzyme for full effect and enzyme alone for no effect
# GDH-TPI counter – GDH-TPI coupling enzyme inhibitors, primary screen, artefact control for M. tuberculosis FBA inhibitor project, biochemical, absorbance, full deck; GDH-TPI coupled enzyme counterscreen, NADH absorbance; inhibition, % at 4.8 µM; 1.2% of 360,000 active; in the data active = inhibition above about 30%;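 also: 0% = DMSO wells and 100% = wells lacking the enzyme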
# Mtb UGM inh – M. tuberculosis UGM enzyme inhibitors, primary screen, biochemical, fluorescence polarization, single point | UDP-galactopyranose mutase (Mycobacterium tuberculosis (strain ATCC 25618 / H37Rv)), … | purified UGM, fluorescence polarization probe displacement | inhibition, % at 10 µM | 0.06% of 320,000 active | AID 504406, 2011; in the data active = inhibition above about 10%, passing the limit was not always enough; inconclusive = no clear call, values can overlap the other calls
# FadD28 binding – inhibitors of FadD28 bisubstrate probe binding, primary screen, biochemical, fluorescence polarization, single point; Mycobacterium tuberculosis FadD28 fatty-acid-AMP ligase; inhibition, % at 12.5 µM; 0.22% of 360,000 active; AID 588549, 2011; in the data active = inhibition above about 8.5%, passing the limit was not always enough; inconclusive = no clear call, values can overlap the other calls
# PrPC surface inh – inhibitors of human cell surface prion protein PrPC, primary screen, cell-based, TR-FRET; Major prion protein (Homo sapiens), P04156; TR-FRET read-out; inhibition, % at 13.8 µM; 0.43% of 370,000 active; AID 720596, 2013; in the data active = inhibition above about 24%; also: 0% = median of the test wells and 100% = reference compound wells
# Mtb FBA inh – Mtb FBA enzyme inhibitors, primary screen, biochemical, fluorescence, strain H37Rv; Fructose-bisphosphate aldolase (Mycobacterium tuberculosis (strain ATCC 25618 / H37Rv)), …; purified M. tuberculosis FBA, fluorescence read-out; inhibition, % at 1 µM; 2.3% of 360,000 active; AID 588726, 2011; in the data active = inhibition above about 27%;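 also: 0% = vehicle and 100% = reference inhibitor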
# Target sequence (P9WQA3 whole entry, looked up): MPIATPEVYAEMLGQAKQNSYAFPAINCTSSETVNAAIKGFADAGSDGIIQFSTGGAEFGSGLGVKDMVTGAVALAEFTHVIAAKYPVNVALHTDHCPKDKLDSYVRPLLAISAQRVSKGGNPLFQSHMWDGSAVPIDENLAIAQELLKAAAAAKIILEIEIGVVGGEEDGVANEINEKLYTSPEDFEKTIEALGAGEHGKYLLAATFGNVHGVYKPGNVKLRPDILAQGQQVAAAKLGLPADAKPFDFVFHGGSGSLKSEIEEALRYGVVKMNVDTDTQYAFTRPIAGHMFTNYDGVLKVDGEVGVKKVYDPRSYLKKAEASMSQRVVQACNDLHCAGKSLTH
# Rv3671c inh – Rv3671c serine protease inhibitors, primary screen, biochemical, fluorescence polarization, M. tuberculosis H37Rv; P9WHR9; inhibition, % at 5.96 µM; 0.048% of 320,000 active; AID 2606, 2010; in the data active = inhibition above about 38%;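 also: extracellular domain of Rv3671c used as enzyme; 0% = enzyme with DMSO and 100% = no enzyme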
# Target sequence (P9WHR9 whole entry, looked up, the tested form may be a part): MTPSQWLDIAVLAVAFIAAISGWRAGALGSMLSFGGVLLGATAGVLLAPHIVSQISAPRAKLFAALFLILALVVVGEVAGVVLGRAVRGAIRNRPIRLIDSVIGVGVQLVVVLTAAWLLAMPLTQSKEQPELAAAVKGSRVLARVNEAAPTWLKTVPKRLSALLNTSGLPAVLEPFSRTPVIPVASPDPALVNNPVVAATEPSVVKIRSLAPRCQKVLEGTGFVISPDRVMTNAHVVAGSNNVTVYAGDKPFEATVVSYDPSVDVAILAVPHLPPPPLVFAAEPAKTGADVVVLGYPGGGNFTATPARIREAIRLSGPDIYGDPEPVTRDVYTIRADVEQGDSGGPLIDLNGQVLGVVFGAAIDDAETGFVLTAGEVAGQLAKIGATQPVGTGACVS
# Numbers without * were called inactive; ? = inconclusive; . = not tested or not shown.
no.	Compound	MazF activator	BioA inh	BoNT-F LC inh	GDH-TPI counter	Mtb UGM inh	FadD28 binding	PrPC surface inh	Mtb FBA inh	Rv3671c inh
1	Cn1cc(/C=N\NC(=O)c2cccs2)c2ccccc21	5	.	3	32*	-0.4	-3.4	-4	0	-4
2	CCOC(=O)CC1(NC(=O)c2cc(COc3ccc(F)c(F)c3)on2)CCCCC1	-7	0.1	-2	7	1.2	-1.5	3	1	-3
3	CC(Sc1nn(-c2ccccc2)c(=S)s1)C(=O)NCC1CCCO1 (stereo not given)	3	-4.6	-8	15	-0.7	-3.9	6	3	4
4	CCCC(=O)Nc1cccc(Oc2nc(C)cc(C)c2C#N)c1	4	-0.1	-6	9	-0.3	-4.0	3	0	7
5	COc1ccc(NS(=O)(=O)c2cc(NC(=O)c3cc(F)c(F)cc3Cl)ccc2N2CCOCC2)cc1	-28	-2.7	5	5	0.9	-1.3	6	4	-27
6	COc1ccccc1N1CCN(S(=O)(=O)CCNC(=O)c2ccc(Br)o2)CC1	-5	-1.2	-7	-1	0.2	-2.2	-3	0	-5
7	Cc1cc(=O)oc2cc(NC(=O)C(C)N3C(=O)C4CCCCC4C3=O)ccc12 (stereo not given)	0	-0.8	-2	25	0.7	0.4	-9	85*	-1
8	Cc1ccc(CCNC(=O)C2CCN(S(=O)(=O)N3CCCC3)CC2)cc1	0	-0.7	1	-4	-0.9	-1.0	-8	2	-1
9	FC(F)(F)c1cc(-c2ccco2)nc(NCCc2ccccc2)n1	-9	-1.0	-11	12	-1.3	-1.5	2	-2	-3
10	CC(Sc1nc(-c2ccc(F)cc2)cs1)C(=O)Nc1ccc(Cl)cn1 (stereo not given)	-3	.	-2	3	0.5	-0.3	10	3	-5
11	S=c1[nH]nc(-c2ccncc2)n1/N=C/c1cn(-c2ccccc2)nc1-c1ccccc1	4	-0.6	?	0	2.9	-1.4	5	2	-1
12	COCCn1c(=NC(=O)c2nc3ccccc3s2)sc2cc(S(C)(=O)=O)ccc21	9	0.6	-4	4	-4.7	1.5	-5	-1	-6

# Brought forward from above: 3 entries, then new ones.
no.	Compound	MazF activator	BioA inh	BoNT-F LC inh	GDH-TPI counter	Mtb UGM inh	FadD28 binding	PrPC surface inh	Mtb FBA inh	Rv3671c inh
10	CC(Sc1nc(-c2ccc(F)cc2)cs1)C(=O)Nc1ccc(Cl)cn1 (stereo not given)	-3	.	-2	3	0.5	-0.3	10	3	-5
11	S=c1[nH]nc(-c2ccncc2)n1/N=C/c1cn(-c2ccccc2)nc1-c1ccccc1	4	-0.6	?	0	2.9	-1.4	5	2	-1
12	COCCn1c(=NC(=O)c2nc3ccccc3s2)sc2cc(S(C)(=O)=O)ccc21	9	0.6	-4	4	-4.7	1.5	-5	-1	-6
13	CC(=O)Nc1ccc(S(=O)(=O)NNC(=O)COc2cccc3ccccc23)cc1	5	0.5	-1	0	-0.4	-3.5	-2	-1	2
14	CCC(=O)Nc1ccc(NC(=O)CSc2nnnn2Cc2ccccc2)cc1C	11	-1.3	5	-11	.	-3.6	-4	0	.
15	O=C(COC(=O)/C=C/c1cccc(Cl)c1)NCCc1ccccc1	-2	.	-1	3	0.1	-1.4	1	-1	-6
16	CCN(CC)S(=O)(=O)c1ccc(OC)c(NC(=O)c2cn(CC)c3nc(C)ccc3c2=O)c1	15	.	1	3	2.8	-2.8	6	2	0
17	COc1ccc(C(CC(=O)NCc2ccccc2)Sc2n[nH]c(-c3ccccc3)n2)cc1 (stereo not given)	-2	-2.7	-1	3	-0.3	-1.1	13	0	-11
18	CCOC(=O)c1sc(NC(=O)c2cc(-c3ccc(C)cc3)nc3ccccc23)c(C#N)c1C	-6	0.7	-15	3	0.6	-3.3	7	3	-4
19	COc1ccc(CCNC(=O)CSc2nc(C)cc(C)n2)cc1OC	-2	.	-4	0	0.7	1.1	3	-1	0
20	CNC(=S)N1CCC(n2cnc3ccccc32)CC1	12	.	0	-2	2.4	-3.1	7	1	-8
21	Cc1cc(C)n(-c2nc3ccccc3c(=O)n2OCC(=O)Nc2c(C)cccc2C)n1	4	0.5	-10	2	0.1	-0.2	-1	3	-6
22	O=C1OC(c2ccccc2)=C/C1=C/N1CCCCC1	-1	1.6	-2	3	-2.8	-3.3	7	2	-1
23	Cc1cccnc1NC(=O)CNC(=O)COc1ccccc1	7	0.2	8	-1	2.4	-2.6	-4	-1	-1
24	COc1ccc(OCC(=O)NNC(=S)NC(=O)c2ccc(Br)o2)cc1	5	0.2	-5	4	2.0	-2.4	2	-3	0
25	COc1ccc2cc(C(=O)Nc3ccc(Cl)cc3)sc(=O)c2c1OC	11	.	-1	14	0.2	-1.7	-2	2	-36
26	CCOc1ccc2nc(SCC(=O)NC3CCS(=O)(=O)C3)[nH]c2c1 (stereo not given)	1	-1.0	-2	-12	-0.4	-3.7	6	5	3
27	CC(C)Cn1c(/C=C/c2ccco2)nc2ccccc21	9	.	-7	12	0.8	-1.9	-5	6	-1
28	C[C@@H]1CN([C@H](C)CO)C(=O)CCCn2cc(nn2)CO[C@H]1CN(C)S(=O)(=O)c1cccc(C#N)c1	9	-0.2	-7	6	.	-4.0	0	-1	.
29	COc1ccc(S(=O)(=O)Nc2ccc3c(c2)OCO3)cc1C	3	1.0	-6	-1	-0.5	-0.2	6	-1	-6
30	COc1ccccc1CC(NC(C)=O)C(=O)N1CCN(C(=O)Nc2ccccc2Cl)CC1 (stereo not given)	3	-0.1	-8	-6	1.2	-0.7	-2	1	-1
31	CC1(C)Cc2c(sc3nc4n(c(=N)c23)CCCCC4)CO1	-7	1.7	4	-6	-0.3	1.1	-6	8	2
32	C=CCn1c(NCCO)nc2sc3c(c2c1=O)CCC3	8	1.1	-5	16	2.5	-1.5	2	5	-5
33	Cc1ccc2c(c1)nnn2C1CCN(S(=O)(=O)c2ccc(C(=O)N3C(C)CCCC3C)cc2)CC1 (stereo not given)	-16	-2.4	14	-11	0.4	-5.1	2	0	-5
34	COc1cc2sc3cc(NCCCN4CCOCC4)ccc3c(=O)c2cc1OC	-8	0.5	5	24	0.9	-21	-7	34*	-11
35	O=C(CCS(=O)(=O)c1ccccc1F)Nc1ccc(N2CCN(Cc3ccccc3)CC2)cc1	-1	.	-12	1	-0.9	-0.7	-2	0	-7
36	CC(=O)OCCCn1c(C)[n+](C)c2cc(Cl)c(Cl)cc21	-25	.	8	3	-2.4	-0.5	-9	3	1
37	COc1cccc(CNC(=O)c2ccccc2SCC(=O)N2CCCC2)c1	5	0.4	.	3	4.8	-1.6	4	-1	4
38	Nc1cc2c(cc1O)CCCC2	2	-0.3	-4	2	5.3	0.7	6	0	4
39	CN(C(=O)Cn1cnc2ccccc2c1=O)C1CCS(=O)(=O)C1 (stereo not given)	6	.	.	4	.	-0.9	-4	2	0
40	CCOc1ccc(OCc2cccc(C(=O)N3CCCCCC3)c2)cc1	-2	.	-8	3	0.0	-2.9	2	-1	11
41	CCCCC1C(=O)N(c2ccccc2)N(c2ccc(O)cc2)C1=O (stereo not given)	8	3.1	-2	6	1.4	-2.6	2	4	1
42	COC(=O)c1c(C)[nH]c(C(=O)C(C)OC(=O)C2CC2)c1C (stereo not given)	5	0.4	3	0	0.8	-7.0	-1	-1	4
43	COc1ccc(CN2C(=O)c3c(c(C)n(C)c3C)C2C(=O)NC2CCC(C)CC2)cc1 (stereo not given)	5	.	-7	-2	1.5	-1.8	-4	2	-3
44	O=C(Cn1nnc(-c2ccccc2F)n1)Nc1ccc2c(c1)OCO2	-1	.	1	1	1.3	-1.0	1	1	-3
45	C=CCOc1ccccc1/C=N/NC(=O)Cc1ccc(C)cc1	1	-3.1	?	12	1.5	-0.1	-2	-2	-12
46	Cc1cc(NC(=O)CCCOc2ccc(Cl)cc2Cl)no1	-12	0.5	-5	7	1.7	0.1	4	-2	-12
47	COc1cc(C(=O)OCC(=O)Nc2cc(C)on2)cc(OC)c1OC	2	-0.2	4	-18	0.3	-3.8	-2	-5	-15
48	COC(=O)c1ccccc1N=Cc1c(O)[nH]c(=S)[nH]c1=O	9	.	-2	14	2.7	-2.3	2	4	-8
49	COc1cccc(C(C(=O)NC2CCCCC2)N(C(=O)c2csnn2)C2CC2)c1 (stereo not given)	0	0.0	3	3	1.0	-3.4	5	1	-4
50	COc1ccc(-c2c(C(=O)O)c(-c3ccccc3)cn2C)cc1	7	-0.7	3	4	2.0	-3.6	-3	5	-2
51	COc1ccc(CN2C(=O)CN=C2Nc2ccc(C)cc2C)cc1	-12	1.0	-2	5	5.0	1.6	-2	4	7
52	CCN(CC)C(=O)c1ccc2c(=O)n(Cc3cccc(Br)c3)c(=S)[nH]c2c1	13	.	.	.	-0.5	.	-8	.	-2
53	O=[N+]([O-])c1ccc(C2NS(=O)(=O)N=C3CCCCCN32)cc1 (stereo not given)	7	-1.9	4	-6	-2.2	-2.7	5	1	6
54	CCOC(=O)C1C(=O)C=C(c2ccc([N+](=O)[O-])cc2)CC1c1ccccc1 (stereo not given)	10	-0.1	0	9	0.4	0.1	-29	3	2
55	CCCCC(=O)NC1(C(F)(F)F)NC(=O)N(C)C1=O (stereo not given)	1	.	1	0	1.0	-4.1	0	-2	-7
56	CCCCCC(=O)NNC(=S)NC(=O)c1ccc([N+](=O)[O-])cc1	-7	1.2	3	9	1.6	-0.5	-20	3	6
57	Cc1ccc2nc(SCC(=O)OCc3ccccc3)nc(=O)n2c1	-15	2.7	1	13	.	-0.3	-1	11	-1
58	CCOC(=O)CNC(=O)CNC(=O)Cn1ccc2ccccc2c1=O	-1	.	2	-2	1.6	-3.7	-5	-1	-11
59	Cc1cccc(CN2CCN(C3CN(Cc4ccc(F)cc4)S(=O)(=O)C3)CC2)c1 (stereo not given)	.	0.5	2	.	.	-1.0	-8	-3	.
60	COC(=O)c1ccc(NC(=O)CCS(=O)(=O)c2ccc(Br)cc2)cc1	6	-0.4	-5	12	0.7	-0.4	4	0	1
61	O=C(CN(C(=O)C1CSC(=O)C1)c1ccccc1F)NCc1ccc2c(c1)OCO2 (stereo not given)	-11	.	-2	-10	2.3	-2.8	4	1	-2
62	CCC[C@@H](CN1CCC[C@H]1CN1C(N)=NC[C@@H]1Cc1ccccc1)N1C[C@@H]([C@H](C)CC)N(CCc2ccc(Cl)c(Cl)c2)C1=N	-6	3.2	-43	-6	-1.9	-7.5	.	4	-2
63	O=C(CCNC(=O)c1ccc(Cl)cc1)Nc1ccc(S(=O)(=O)N2CCOCC2)cc1	3	-1.1	1	-3	2.5	-2.0	8	2	2
64	O=C1C(Cl)=C(N2CCCCCC2)C(=O)N1c1ccccc1	-2	2.7	-34	5	1.5	-2.7	-2	2	-2
65	CC1(C)Cc2c(sc3c2c(=N)n(Cc2ccco2)c(=O)n3CC(=O)Nc2ccc(Cl)cc2)CO1	-4	.	-1	2	0.0	-1.8	2	4	-10
66	Cc1c(NS(=O)(=O)c2cccc(C(=O)Nc3ccccc3)c2)c(=O)n(-c2ccccc2)n1C	6	-0.8	-5	9	0.4	-2.4	-1	-1	-21
67	COC(=O)C1=C(C(=O)OC)[C@@H]2N(C)c3ccccc3[C@@]23C[C@@H](C(=O)OC)N(C(=O)c2ccco2)C3=N1	-2	2.1	5	7	-0.9	-0.8	-7	-2	2
68	Cc1cc(C)c2nc(N3CCCC(C(=O)N4CCN(c5ncccn5)CC4)C3)sc2c1 (stereo not given)	-9	.	4	-2	3.2	-4.1	4	-4	-3

# This is a random part of the collection; any-hit rate near 4.8%.
